# Imprint erasure = qHTS Assay for Compounds that Induce Erasure of Genomic Imprints | mouse ES Peg3-LacZ reporter, beta-gal luminescence, 40 h | Potency, µM (highest dose often 60.7 µM), inactives show at the top dose activity change, positive = activation, most hits filed as activators | hit rate 0.02% among 110,000;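 note: 0% = negative control wells on the plate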
#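 Imprint erasure is scored as LacZ activity from the silenced maternal Peg3 allele in feeder-free female ES cells cultured 40 h with LIF. Luminescence is normalized to in-plate negative controls and fitted to the Hill equation.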
# p53ts 32C tox = qHTS Screen for Compounds that Selectively Target Cancer Cells with p53 Mutations: Cytotoxicity of p53ts Cells at the Permissive Temperature. Potency, µM (top dose mostly 46.1 µM), without a hit: at the top dose activity change, negative = cytotoxicity, usual class: cytotoxic. H1299-p53A138V at 32C, ATP luminescence viability, 24 h. AID 924, 2007. hit rate 0.93% among 130,000;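 note: 0% = DMSO and -100% = full killing by reference compound; nearly all actives have a fitted effect of over 55% in size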
#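 Cells: H1299 p53ts (A138V), 600/well, pre-incubated 16–30 h at 37C. Cpd up to 46 uM, 24 h, 32C. Readout: ATPlite luminescence, 20 min RT. Normalization: DMSO vs tamoxifen 100 uM. AC50 by Hill equation.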
# p53ts 39C tox = qHTS Screen for Compounds that Selectively Target Cancer Cells with p53 Mutations: Cytotoxicity of p53ts Cells at the Nonpermissive Temperature; Potency, µM (doses to about 46.1 µM), without a hit: top-dose activity change, negative = cell killing, usual class: cytotoxic; AID 902, 2007; H1299-p53A138V viability at 39C, ATP luminescence, 24 h; hit rate 1.5% among 130,000; note: nearly all actives have a fitted effect of over 55% in size
# IkB signaling = IkB Signaling; ABC-DLBCL IkBa-CBG/CBR dual luciferase ratio, 4 h; response scale: scaled: untreated 0%, proteasome inhibitor 100%; Potency, µM (top dose mostly 57.1 µM), for inactives: at the top dose IkBa stabilization activation; hit rate 0.04% among 110,000; active = well fitted curve in the direction sought with a large enough effect in the signal ratio, not every such curve was filed as active; inconclusive = small, poorly fitted or top-dose-only effect, or a change in a side signal; the % refers to the signal ratio;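 note: the direction sought is a rising ratio; 0% = basal untreated cells and 100% = reference inhibitor full response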
#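 Luminescence ratio of IκBα-fused green versus native red beetle luciferase in OCI-Ly3 cells, 4 h post-doxycycline with compound; red signal alone, scaled from basal (0%) to zero light (-100%), flagged nonspecific or cytotoxic effects.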
# Starred values were filed as active, the others as inactive; u = inconclusive; x = no result given; [ ] = another dose, or the depositor's remark. Unless noted, calls come from the whole dose curve; as a rule, active = well fitted curve in the direction sought with a large enough effect; inconclusive = small, poorly fitted or top-dose-only effect, or another doubt; inactive = no such curve, though single readings can be large; an effect the other way counts as inactive or inconclusive. Unless noted, % is set by controls: 0 for no effect and ±100 for the full control effect; potency is the fitted concentration of half-maximal effect.
# The opening 14 entries as a preview:
SMILES,Imprint erasure,p53ts 32C tox,p53ts 39C tox,IkB signaling
O=C(Cc1ccccc1)Nc1sc2c(c1C(=O)Nc1ccc(Br)cc1)CCC2,-12%[10.9 µM],6%,14%,1.0%
COC(=O)CN(c1cccc(OC)c1)S(C)(=O)=O,0%,0%,3%,1.0%
Cc1ccc(Cn2ccn(CC(=O)Nc3c(C)cc(C)cc3C)c(=O)c2=O)cc1,16%[10.9 µM],2%,-2%,0.6%
COc1ccc(N2CCCn3c2nc2c3c(=O)n(Cc3ccc(F)cc3)c(=O)n2C)c(OC)c1,-7%,6%,-1%,6.3%
O=C(c1cccs1)N1CCN(CCc2ccccc2)CC1,-6%,2%,11%,-0.1%
Cc1cc(=O)n2[nH]c(COc3ccccc3)nc2n1,3%,-5%,10%,-1.6%
COCCNC(=O)CNS(=O)(=O)c1ccc2nc(C)sc2c1,3%,-2%,7%,-1.4%
CCc1c(C)nc2ncnn2c1NCCc1ccc(OC)cc1,x,-12%,-9%,26%
CCC(C)NC(=O)C1CCCN(c2nc(C)cc(OC)n2)C1 (stereo not drawn),x,12%,19%,x
COc1ccccc1N(CC(O)CN1C(=O)NC(C)(C)C1=O)S(=O)(=O)c1ccc(C)cc1 (stereo not drawn),-5%,4%,5%,0.4%
CC(=O)Nc1ccc(NC(=O)c2oc3c(c2C)-c2nn(Cc4ccccc4Cl)cc2CC3)cc1,-3%[10.9 µM],2%,24%,1.2%
Cc1nc2cccnc2n1-c1cccc(C(=O)NCCc2ccc(Cl)cc2)c1,-10%[10.9 µM],3%,-28%,u
COc1ccc(NC(=O)Nc2nnc(C)s2)cc1,-14%[10.9 µM],-8%,u,-0.8%
O=C(Cn1cc2c(n1)CCCCC2)NCc1ccccn1,-3%,5%,11%,-0.6%

# The whole of this part, previewed entries included:
SMILES,Imprint erasure,p53ts 32C tox,p53ts 39C tox,IkB signaling
O=C(Cc1ccccc1)Nc1sc2c(c1C(=O)Nc1ccc(Br)cc1)CCC2,-12%[10.9 µM],6%,14%,1.0%
COC(=O)CN(c1cccc(OC)c1)S(C)(=O)=O,0%,0%,3%,1.0%
Cc1ccc(Cn2ccn(CC(=O)Nc3c(C)cc(C)cc3C)c(=O)c2=O)cc1,16%[10.9 µM],2%,-2%,0.6%
COc1ccc(N2CCCn3c2nc2c3c(=O)n(Cc3ccc(F)cc3)c(=O)n2C)c(OC)c1,-7%,6%,-1%,6.3%
O=C(c1cccs1)N1CCN(CCc2ccccc2)CC1,-6%,2%,11%,-0.1%
Cc1cc(=O)n2[nH]c(COc3ccccc3)nc2n1,3%,-5%,10%,-1.6%
COCCNC(=O)CNS(=O)(=O)c1ccc2nc(C)sc2c1,3%,-2%,7%,-1.4%
CCc1c(C)nc2ncnn2c1NCCc1ccc(OC)cc1,x,-12%,-9%,26%
CCC(C)NC(=O)C1CCCN(c2nc(C)cc(OC)n2)C1 (stereo not drawn),x,12%,19%,x
COc1ccccc1N(CC(O)CN1C(=O)NC(C)(C)C1=O)S(=O)(=O)c1ccc(C)cc1 (stereo not drawn),-5%,4%,5%,0.4%
CC(=O)Nc1ccc(NC(=O)c2oc3c(c2C)-c2nn(Cc4ccccc4Cl)cc2CC3)cc1,-3%[10.9 µM],2%,24%,1.2%
Cc1nc2cccnc2n1-c1cccc(C(=O)NCCc2ccc(Cl)cc2)c1,-10%[10.9 µM],3%,-28%,u
COc1ccc(NC(=O)Nc2nnc(C)s2)cc1,-14%[10.9 µM],-8%,u,-0.8%
O=C(Cn1cc2c(n1)CCCCC2)NCc1ccccn1,-3%,5%,11%,-0.6%
S=c1[nH]nc(COc2ccccc2)n1/N=C/C=C/c1ccccc1,x,-7%,-1%,x
CCn1cc(C(=O)OCC(=O)Nc2ccc(F)cc2F)c(=O)c2ccc(C)nc21,-5%[10.9 µM],1%,15%,-0.8%
O=C1CCN(S(=O)(=O)c2ccccc2)C2CCCCC12 (stereo not drawn),-28%,-27%,-20%,u
COc1ccc(OCc2ccc(C(=O)O)cc2)cc1,x,-21%,0%,u
Cc1cccc(C)c1NC(=O)Nc1csc2c1CCCC2,-9%[10.9 µM],5%,4%,-4.2%
O=C(C1CCN(S(=O)(=O)c2cccc3cccnc23)CC1)N1CCCC1,-12%,-3%,8%,-1.3%

# Three structures from above, sorted by length of the SMILES, descending.
SMILES,Imprint erasure,p53ts 32C tox,p53ts 39C tox,IkB signaling
CC(=O)Nc1ccc(NC(=O)c2oc3c(c2C)-c2nn(Cc4ccccc4Cl)cc2CC3)cc1,-3%[10.9 µM],2%,24%,1.2%
O=C(Cn1cc2c(n1)CCCCC2)NCc1ccccn1,-3%,5%,11%,-0.6%
COc1ccc(NC(=O)Nc2nnc(C)s2)cc1,-14%[10.9 µM],-8%,u,-0.8%

# Remaining list, next part
SMILES,Imprint erasure,p53ts 32C tox,p53ts 39C tox,IkB signaling
CCCN(CCC)C(=O)c1nn(C)c2c1CSc1ccccc1-2,12%[10.9 µM],-1%,-22%,1.6%
Cc1cccc(C(=O)N2CCC(n3nnc4cc(F)ccc43)CC2)c1,-10%,5%,-2%,-1.5%
CC(C)NC[C@@H](O)COc1ccccc1-n1cccc1,-31%[inhibitor],-9%,-19%,0.1%
CCC(CO)Nc1ncnc2c1cnn2-c1ccc(C)cc1 (stereo not drawn),-13%[10.9 µM],u,16µM*,u
CCOCCc1nn2c(=O)cc(COC(=O)c3ccccc3NC(=O)c3ccccc3F)nc2s1,-7%[10.9 µM],3%,-7%,u
Cc1ccc2nc(CSc3nnc(NC(=O)CC(C)C)s3)cc(=O)n2c1,-7%[10.9 µM],1%,-15%,u
CCCCCn1c(=O)[nH]c2cc(C(=O)NCCN(CC)CC)ccc2c1=O,-26%,-12%,-6%,1.4%
Cc1ccc(CNC(=O)C(C)OC(=O)c2ccco2)cc1 (stereo not drawn),5%,10%,3%,0.5%
Cc1ccc(S(=O)(=O)c2c(N)n(NC(=O)C3CC3)c3nc4ccccc4nc23)cc1,-4%,5%,8%,5.4%
CC(=O)c1cccc(NC(=O)Cc2noc3ccccc23)c1,-14%[10.9 µM],2%,-6%,0.1%
Cc1cc(OCC(=O)Nc2cc(-c3nn4c(C)nnc4s3)ccc2C)ccc1Cl,-8%,3%,-2%,u
Cc1c(C(=O)OCC(=O)N(CCC#N)c2ccccc2)oc2c1ccc1ccccc12,-9%,-2%,-10%,-0.3%
CCOC(=O)/C=C1\SCC(=O)N1CC(=O)c1ccc[nH]1,10%,2%,-3%,0.6%
COc1ccc(NC(=O)c2c(NC(=O)COc3ccccc3)sc3c2CCCCC3)cc1,-10%[10.9 µM],5%,10%,5.3%
COc1ccc(-c2noc(-c3ccccc3NC(=O)c3cc(OC)c(OC)c(OC)c3)n2)cc1,-9%[10.9 µM],-4%,-8%,u
CCOc1ccc(NC2=NCC(=O)N2CCc2ccccc2)cc1,-14%,36%[activator],-7%,1.5%
O=c1c(-c2cc(F)cc(F)c2)nc2cnc(N3CCNCC3)nc2n1-c1ccccc1,-24%,-7%,u,-1.7%[11.4 µM]
O=C1CCCN1CCCNc1ncnc2c1cnn2-c1ccc(Cl)cc1,-15%,-13%,8%,1.1%
C[C@@H](c1ccccc1)N1C(=O)[C@H]2[C@H]3[C@H](O)[C@H](O)C/C(=N/OCc4ccccc4)[C@@H]3CC[C@@H]2C1=O,x,5%[9.22 µM],-1%[9.22 µM],x
CCOC(=O)Cn1c(=N)n(Cc2ccccc2)c2ccccc21,-3%,-4%,10%,-0.1%
COc1ccc(-c2noc(CCCC(=O)NCc3ccco3)n2)cc1OC,-11%,-5%,9%,4.0%
CCOC(=O)C(Cc1ccccc1)NC(=O)Cn1nnc(-c2ccc(C)cc2)n1 (stereo not drawn),3%[10.9 µM],-10%,3%,-0.3%
Cc1ccc(-n2ncc3c(NC4CCCCCC4)ncnc32)cc1Cl,-18%[10.9 µM],-21%,u,u
COc1ccc(CNC(=O)C(c2ccc(C)o2)N(Cc2cccs2)C(=O)Cc2cccs2)cc1 (stereo not drawn),x,-4%,-17%,x
CCOc1ccc(-c2nnc3n2N=C(c2ccc(OC)cc2)CS3)cc1,x,16%,-3%,x
Cc1onc(-c2c(F)cccc2Cl)c1C(=O)Nc1nc2c(s1)CCCC2,-28%,19%,18%,7.1%
O=C(Nc1ccc(-c2cn3ccsc3n2)cc1)c1ccc(F)c(S(=O)(=O)N2CCOCC2)c1,-25%,-3%,-18%,u
CCSc1nn(CC(=O)Nc2ccc(C(=O)OC)cc2)c(N)c1S(=O)(=O)c1ccc(C)cc1,-4%[10.9 µM],40%[activator],-7%,u
CCOc1ccc(CNC(=O)C2CC(=O)N(C3CCCC3)C2)cc1OC (stereo not drawn),-11%,-1%,1%,0.5%
O=C(Nc1ccc2c(c1)OC1(CCCC1)O2)C1CC1,-6%,-6%,-10%,-1.3%
CCCn1c(SCC(=O)N2c3ccc(F)cc3CCC2C)nnc1-c1ccccn1 (stereo not drawn),x,6%,5%,x
CCC1=Nc2ccccc2-c2nnc(SC)nc2O1,-2%,5%,9%,1.4%
Nc1c(C(=O)NCCc2ccccc2)nnn1Cc1ccccc1,-14%,-6%,-9%,7.4%
CCOC(=O)N1CCC(NC(=O)c2cc3c(-c4cccc(OC)c4)nn(C)c3s2)CC1,-28%,1%,-12%,2.9%
Cc1ccc(-c2onc(C)c2C)cc1S(=O)(=O)NCc1cccs1,-15%[10.9 µM],13%,-7%,u
COc1cc(=O)[nH]c(=O)n1C(=O)Cc1ccccc1,-6%,-4%,-9%,-1.0%
CC(C)(C)NS(=O)(=O)c1ccc(CCC(=O)NCc2ccco2)cc1,-7%,-1%,-3%,1.0%
Cc1nc2ccc(F)cc2cc1C(=O)NCC1CCCO1 (stereo not drawn),-11%,2%,2%,u
O=C(Cc1ccc(NC(=O)N2CCCCc3ccccc32)cc1)NCc1ccccc1Br,-12%[10.9 µM],-3%,-19%,u
Cc1ccc2nc(-c3ccc(NC(=O)COc4c(C)ccc(C)c4C)cc3)sc2c1,-19%[10.9 µM],-13%,-17%,-1.3%
Nc1nc2c(nc(Cl)n2C2OC(CO)C(O)C2O)c(=O)[nH]1 (stereo not drawn),2%,-2%,0%,x
O=C1c2ccccc2C(=O)N1CCC(=O)N1CCc2ccccc21,-7%,-8%,5%,-1.7%
Cc1nn(C)c2c1c(C(F)(F)F)cc(=O)n2CC(=O)Nc1ccc(F)cc1F,-4%[10.9 µM],13%,3%,-1.2%
O=C(Nc1ccc2c(c1)OCCO2)c1ccc(Br)c(S(=O)(=O)N2CCOCC2)c1,-20%,u,-2%,u
CCCCCCN=C(C)C1=C(O)C(C(=O)OC)C(C)(C)CC1=O (stereo not drawn),-5%,5%,-1%,-0.9%
Cc1ccc(NC(=O)c2ccncc2)cc1S(=O)(=O)N(C)C,x,32%,0%,x
CN(Cc1ccccc1)C(=O)C1CCN(S(=O)(=O)c2ccc3nc4c(c(C(=O)O)c3c2)CCCC4)CC1,-7%[10.9 µM],1%,-14%,1.7%
Cn1c(=O)c2c(nc(CN3CCN(C(=O)c4ccco4)CC3)n2Cc2ccccc2)n(C)c1=O,-4%,10%,10%,-0.3%
O=C1c2ccccc2C(O)(c2ncc[nH]2)N1C1CCCCC1 (stereo not drawn),10%,-9%,2%,-0.4%
COCCn1nnnc1C(c1cc2ccc(C)cc2[nH]c1=O)N(Cc1ccco1)Cc1cccs1 (stereo not drawn),16%,12%,15%,u
CCOC(=O)C1=C(c2ccccc2)Nc2ncnn2C1c1ccc(Cl)cc1 (stereo not drawn),10%[10.9 µM],6%,4%,u
Cn1c(CO)nc2cc(N)ccc21,x,6%,6%,x
O=C(Nc1ccc(N2CCN(Cc3ccccc3Cl)CC2)cc1)c1cccnc1,-12%,4%,5%,1.6%
COc1ccc(Cc2nn3c(-c4ccccc4Br)nnc3s2)cc1,-6%,3%,-2%,-2.7%
CCN(CC)S(=O)(=O)N1CCC(C(=O)NCC2COc3ccccc3O2)CC1 (stereo not drawn),-11%,6%,6%,0.4%
COc1ccccc1CNc1nc(-c2ccco2)nn1S(=O)(=O)c1ccc(C)cc1,-10%[10.9 µM],0%,-23%,-1.4%
CC(C)C(NS(=O)(=O)c1cccs1)C(=O)N1CCc2ccccc2C1 (stereo not drawn),-11%,15%,-15%,1.4%
O=C(NC1CCCCCC1)c1cccs1,-31%[inhibitor],-13%,0%,3.9%
